CHO-K1 Ca antag = M1 antagonist counterscreen hit in parental CHO-K1 cells; ATP-induced calcium, Fluo-8 fluorescence; 360,000 tested, 0.6% active; inhibition, % at 3 µM; AID 602250;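 active = inhibition above a per-plate cutoff, the plate's mean sample inhibition plus 3 SD, cut at about 24% in these data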;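 also: 0% = DMSO plus EC80 ATP and 100% = DMSO alone without ATP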
M1 ag parental = counter-screen for M1 agonists: effect in parental CHO-K1 cells. 360,000 tested, 0.48% active. activation, % at 3 µM. Fluo-8 calcium fluorescence; scaled to maximal ATP response, vehicle zero. AID 602248, 2012; in the data active = activation above about 15%;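 also: untransfected CHO-K1 host cells lacking M1 receptor as counterscreen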
CHRM5 agonist = human M5 muscarinic receptor agonists, primary screen, CHO-K1 cells, Fluo-8 calcium fluorescence; Muscarinic acetylcholine receptor M5 (Homo sapiens), P08912; CHO-K1 hM5 cells; 0% DMSO wells, 100% maximal acetylcholine response; activation, % at 3 µM; 360,000 tested, 0.19% active;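 active = activation above the run's mean over test compounds plus 3 SD, cut at about 23% in these data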;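 also: signal is peak over basal fluorescence ratio across the kinetic read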
Target sequence (P08912 whole entry, looked up): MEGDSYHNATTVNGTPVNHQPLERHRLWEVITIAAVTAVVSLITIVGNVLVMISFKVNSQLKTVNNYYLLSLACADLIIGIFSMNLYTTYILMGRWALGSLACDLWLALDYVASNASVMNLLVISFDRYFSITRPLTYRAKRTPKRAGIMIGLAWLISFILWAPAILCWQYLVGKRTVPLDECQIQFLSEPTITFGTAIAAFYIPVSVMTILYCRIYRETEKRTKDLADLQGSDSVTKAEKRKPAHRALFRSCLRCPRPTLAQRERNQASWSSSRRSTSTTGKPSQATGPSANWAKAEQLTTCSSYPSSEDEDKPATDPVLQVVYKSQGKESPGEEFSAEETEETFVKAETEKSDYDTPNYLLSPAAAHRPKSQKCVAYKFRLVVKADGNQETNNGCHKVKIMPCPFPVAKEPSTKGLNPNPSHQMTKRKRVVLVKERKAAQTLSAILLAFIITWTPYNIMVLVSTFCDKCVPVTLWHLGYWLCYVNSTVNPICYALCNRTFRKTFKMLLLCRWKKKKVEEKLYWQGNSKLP
M1 PAM parental = nonselective calcium activators in parental CHO-K1 cells, primary screen, counter-screen for M1 PAM project, cell-based, Fluo-8 calcium fluorescence, full deck, 1536-well; ATP EC20; 0% at ATP EC20, 100% at ATP max; activation, % at 3 µM; 360,000 tested, 0.02% active;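 active = activation above the run cutoff, the mean activation of all test compounds plus 3 SD, cut at about 40% in these data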;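 also: peak over basal fluorescence ratio in a 140 s read after ATP addition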
CHRM5 PAM = human M5 muscarinic receptor positive allosteric modulators, primary screen, CHO-K1 cells, Fluo-8 calcium fluorescence. activation, % at 3 µM. 360,000 tested, 0.3% active. CHO-K1 hM5, ACh EC20 PAM; 0% = ACh EC20, 100% = ACh EC100. AID 624038, 2012;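 active = activation above the run cutoff, the mean activation of all test compounds plus 3 SD, cut at about 18% in these data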
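system = human M5 receptor in CHO-K1 cells | reagent = EC20 acetylcholine as agonist stimulus | compound dosing = single-point, 3 µM nominal | incubation = Fluo-8 loading 80 min at 37 °C plus 30 min room temperature | detection = Fluo-8 calcium dye fluorescence, kinetic read | benchmarks = low control EC20 acetylcholine (0%), high control EC100 acetylcholine (100%)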
M4 PAM = human M4 muscarinic receptor positive allosteric modulators, primary screen, CHO-K1 cells, Fluo-8 calcium fluorescence. CHO-K1 hM4/Gqi5, ACh EC20; 0% = ACh EC20, 100% = maximal ACh. 360,000 tested, 0.4% active. activation, % at 3 µM. Muscarinic acetylcholine receptor M4 (Homo sapiens), P08173. AID 624126, 2012;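 active = activation above its plate's cutoff, the mean activation of sample wells plus 3 SD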; also: some results filed as inactive read as strong as hits
Target sequence (P08173 whole entry, looked up): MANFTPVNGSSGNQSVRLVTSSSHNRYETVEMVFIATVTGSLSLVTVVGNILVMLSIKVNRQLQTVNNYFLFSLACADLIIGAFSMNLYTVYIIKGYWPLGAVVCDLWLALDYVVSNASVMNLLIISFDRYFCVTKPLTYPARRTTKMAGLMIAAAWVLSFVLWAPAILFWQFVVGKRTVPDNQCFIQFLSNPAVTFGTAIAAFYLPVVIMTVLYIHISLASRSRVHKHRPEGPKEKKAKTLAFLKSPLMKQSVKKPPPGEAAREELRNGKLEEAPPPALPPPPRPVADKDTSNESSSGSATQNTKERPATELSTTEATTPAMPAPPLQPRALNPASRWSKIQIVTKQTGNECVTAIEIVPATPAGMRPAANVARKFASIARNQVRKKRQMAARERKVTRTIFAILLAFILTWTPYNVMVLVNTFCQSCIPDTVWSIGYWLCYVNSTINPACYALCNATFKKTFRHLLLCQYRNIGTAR
M5 antag = human M5 muscarinic receptor antagonists, primary screen, CHO cells, Fluo-8 calcium fluorescence; Muscarinic acetylcholine receptor M5 (Homo sapiens), P08912; CHO-hM5 cells, ACh EC80; inhibition, % at 3 µM; 360,000 tested, 0.59% active; AID 624040, 2012;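 active = inhibition above a per-plate cutoff, the mean of that plate's test compounds plus 3 SD, cut at about 27% in these data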;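 also: 0% = acetylcholine EC80 with DMSO and 100% = DMSO without agonist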
CHRM4 antagonist = human M4 muscarinic receptor antagonists, primary screen, CHO cells, Fluo-8 calcium fluorescence; inhibition, % at 3 µM; AID 624125, 2012; 360,000 tested, 0.73% active; CHO-hM4 cells, ACh EC80;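 active = inhibition above its plate's cutoff, the mean inhibition of sample wells plus 3 SD, cut at about 27% in these data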;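 also: 0% = acetylcholine EC80 with DMSO and 100% = DMSO without agonist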
CHRM4 agonist = human M4 muscarinic receptor agonists, primary screen, CHO-K1 cells, Fluo-8 calcium fluorescence; Muscarinic acetylcholine receptor M4 (Homo sapiens), P08173; CHO-K1 hM4/Gqi5; vehicle 0%, full acetylcholine response 100%; activation, % at 3 µM; 360,000 tested, 0.14% active;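 active = activation above the run mean over all test wells plus 3 SD, cut at about 32% in these data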;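 also: peak over basal fluorescence ratio per well then scaled between controls; 0% = DMSO wells and 100% = acetylcholine at EC100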
An asterisk follows results filed as active. Random draw from the library; overall some 2.7% were active at least once.

Structure	CHO-K1 Ca antag	M1 ag parental	CHRM5 agonist	M1 PAM parental	CHRM5 PAM	M4 PAM	M5 antag	CHRM4 antagonist	CHRM4 agonist
COc1ccc(-c2nn(-c3ccccc3)cc2/C=N/Nc2cccc(C(=O)O)c2)cc1	-6	1.1	0	10	-2	0	18	-2	2
O=C(N[C@@H]1C[C@H]2CC[C@@H]1C2)c1ccco1	17	-0.3	-3	-2	-5	-2	17	2	-1
COCCCNC(=O)CN1CCN(Cc2ccccc2Cl)C1=O	5	0.3	2	11	-8	-4	6	1	0
CN(C)CCNC(=O)c1ccc(-c2nn(C)c(=O)c3ccccc23)cc1	3	0.5	-1	1	1	6	3	6	1
Cc1ccccc1CN(C)CC(=O)Nc1ccccc1-c1ccccc1	-17	0.5	-6	20	-9	-19	-9	-12	-1
Cc1cc(=O)[nH]c(/N=C(\N)Nc2ccc3c(c2)OCCO3)n1	-5	0.3	0	2	-7	-5	2	0	0
CCN(CC)CCNC(=O)c1ccc(NC(=O)c2cccc(S(=O)(=O)N(C)C3CCCCC3)c2)cc1	-15	0.3	-10	10	-40	-16	98*	98*	1
Cc1ccc(C(=O)NCC(=O)NCc2cc(=O)n(C)c(=O)n2C)cc1C	-14	2.2	-5	5	-2	2	12	9	0
CCOc1cc(N2CCOCC2)c(OCC)cc1NC(=O)c1cc(C)nc2ccccc12	7	3.6	12	-5	0	0	-3	-3	11
CC(=O)NC1C(=O)N=C(SCC(=O)NCc2ccccc2)NC1=O (configuration not stated)	-18	0.6	3	10	-5	1	-1	-7	0
COc1cccc(C(=O)NCC(c2cccs2)N2CCOCC2)c1 (configuration not stated)	-11	0.7	-2	3	4	2	-5	-6	1
CC(=O)Oc1ccc2ccccc2c1C(NC(=O)Cc1ccccc1)c1ccccc1Cl (configuration not stated)	17	2.7	-6	-7	-7	-9	5	3	-2
CCOC(=O)N1CCN(C(=O)C2CCN(S(=O)(=O)CC)CC2)CC1	-9	0.1	-1	15	2	0	-3	-1	1
O=C(CSc1ncn[nH]1)c1ccco1	5	-0.2	-9	2	-6	0	-2	0	1
CCOC(=O)N1CCC(NC(=O)c2cccs2)CC1	-11	1.0	2	18	2	-13	-5	-21	0
CC(NC(=O)CCCc1ccccc1)c1ccncc1 (configuration not stated)	-7	1.0	0	7	-4	-3	1	3	1
FC(F)(F)c1cccc(N2Cc3ccccc3C2)c1	7	0.0	-3	3	-3	1	-2	0	0
O=C(c1n[nH]c2ccccc12)N1CCN(S(=O)(=O)c2ccc3ccccc3c2)CC1	1	2.2	-3	19	-8	-12	8	15	4
Cc1ccsc1/C=C(/C#N)C(=O)NCc1ccccc1	-8	0.9	-4	25	2	8	-5	-16	1
O=C(CSc1nc(N2CCOCC2)nc(N2CCOCC2)n1)Nc1ccc([N+](=O)[O-])cc1	-8	0.3	2	17	22*	4	-23	-12	1
c1cncc(-c2nnc3sc(C4CCCCC4)nn23)c1	-2	0.1	-1	24	0	3	-1	-1	0
COc1ccc(Br)cc1/C=N/NC(=O)CNC(=O)c1cccnc1	-8	0.1	-5	-1	6	-3	-1	-9	3
CN1CCN(C(=O)c2ccc(-c3cnc4cccnn34)cc2)CC1	1	-0.2	1	1	-4	7	-5	-5	2
COc1cc(CNC(=O)c2ccccc2NC(=O)C2=C(C)OCCS2)cc(OC)c1OC	-18	2.6	3	6	-3	-4	1	7	5
COc1cc2c3c(c1)C1(C(=O)N3C(C)(C)C=C2C)C(C#N)=C(N)Oc2cc(C)oc(=O)c21 (configuration not stated)	-7	0.5	1	21	0	2	-1	13	0
CCOC(=O)C1=C(C)NC(=O)NC1c1ccc2c(c1)OCO2 (configuration not stated)	6	-0.3	-7	-5	-2	-2	-10	-3	0
COCCOC1CCN(C(=O)c2cc(COc3ccc(F)cc3F)on2)CC1	-1	1.1	-1	2	0	-2	3	3	1
Cc1cccc(OCC(=O)NCC(=O)N/N=C/c2c(C)[nH]c3ccccc23)c1	-4	2.1	-4	7	-12	-9	5	-7	5
COc1ccc(-c2ccc(CCC(=O)O)n2CC(=O)Nc2cccc(OC)c2)cc1	-16	0.5	5	16	0	5	8	-7	1
CCOc1ccc(OCC)c(NS(=O)(=O)c2cccc3nsnc23)c1	-2	0.3	-5	22	8	12	-4	-10	-1
O=C(Nc1ccc(F)c(Cl)c1)C1CC(=O)N(Cc2ccccc2)C1 (configuration not stated)	-4	2.1	-1	-2	-6	-2	14	6	4
CC(NC(=O)CCc1ccccc1)c1cc2c(cc1Cl)OCCO2 (configuration not stated)	13	1.1	5	-6	-6	1	2	-4	1
Cc1ccc(N2CC(c3nc4ccccc4n3C)CC2=O)cc1C (configuration not stated)	12	1.0	1	6	-6	-5	3	4	5
COc1ccc(OC)c(Nc2cc(C)nc3ccccc23)c1	-2	1.0	-4	13	6	-4	-3	4	0
Cc1cc(C)nc(-n2nc(C)cc2NC(=O)CN2CCc3ccccc3C2)n1	-17	3.1	1	8	-1	-2	-1	-3	7
O=[N+]([O-])c1ccc(CNc2cccc(F)c2)s1	-11	2.0	-13	15	-1	1	1	-8	0
Cc1cc(Nc2cccc(Cl)n2)n(-c2ccccc2)n1	0	-0.2	-4	14	0	1	-3	3	1
CCn1ccnc1CN1CCCC(CO)(Cc2cccc(OC)c2)C1 (configuration not stated)	-11	1.1	-13	12	-1	-8	8	-2	2
O=C(O)c1cc(=O)[nH]c2ccc(S(=O)(=O)Nc3ccc(F)cc3)cc12	-4	0.2	-4	9	-3	0	5	-1	1
CCNC(=O)CSc1nnc(-c2ccccc2)n1-c1ccc(OCC)cc1	-13	0.0	-1	4	-4	-4	-2	25	0
COC(=O)c1ccc(Cn2cnc3ccccc3c2=O)cc1	-2	0.2	0	10	-1	-2	-5	6	1
CC(=O)Nc1ccccc1OCC(=O)c1ccc2c(c1)OCO2	-16	1.8	2	10	-4	3	0	-2	4
S=C(Nc1ccc(Cl)cc1Cl)NC1CCCCC1	-4	5.8	-2	8	-13	-11	6	3	6
COCCNCc1nc2sc(C)c(-c3ccccc3)c2c(=O)[nH]1	1	0.5	-3	-11	11	10	1	4	1
COc1c(Br)cc(Br)cc1C(=O)Nc1ccccc1N1CCCC1	-18	0.1	-4	10	4	-4	-1	4	0
CCN1CCN(S(=O)(=O)c2ccc(OC)c(NC(=O)c3ccccc3)c2)CC1	-13	-0.8	-7	20	2	8	-6	-24	0
Cc1ccc(S(=O)(=O)CC(=O)Nc2ccc(S(=O)(=O)Nc3onc(C)c3C)cc2)cc1	-2	-0.1	2	4	-5	4	-12	1	2
Cc1cccc(C)c1-c1ccc(CN2C(CC(C)C)C(=O)N(Cc3cn(CC4CCCCC4)nn3)CCS2(=O)=O)cc1 (configuration not stated)	-7	-0.1	0	9	1	1	8	3	0
OCC(CO)c1cnnc2ccccc12	-6	-0.3	0	8	1	0	8	-14	0
COC(=O)C1=C(C)NC(=O)/C1=C\c1cc(C)n(-c2ccccc2C)c1C	-6	-0.1	1	0	-4	8	3	1	0

Remaining list, next part
Structure	CHO-K1 Ca antag	M1 ag parental	CHRM5 agonist	M1 PAM parental	CHRM5 PAM	M4 PAM	M5 antag	CHRM4 antagonist	CHRM4 agonist
CSc1nnnc2ccccc12	-12	3.2	-1	14	8	6	8	-8	1
Cc1cc(C)cc(NC(=O)COC(=O)c2ccc3c(c2)OCCO3)c1	-20	0.8	-2	3	2	-2	3	-1	-2
CCCCSc1nc(O)c(C2OC(=O)c3c2ccc(OC)c3OC)c(=O)n1-c1ccccc1 (configuration not stated)	11	0.2	0	4	4	-1	-4	3	0
Cc1ccc(Nc2cc(=O)[nH]c(=O)[nH]2)cc1Cl	-21	0.5	1	21	4	-2	0	5	0
CCOC(=O)c1c(C)[nH]c(NC(=O)NNC(=O)c2ccccc2Cl)c1C	-19	0.0	2	17	0	7	7	3	1
CCOc1ccc2c(c1)s/c(=N\S(=O)(=O)c1ccc(OC)cc1)n2C(F)F	-8	0.3	-3	3	-3	-5	-1	-2	0
CCOC(=O)CSc1nc2ccc(NC(C)=O)cc2s1	-9	0.3	1	8	-4	-8	3	-1	1
Cc1nnc(SCc2ccc(CC(=O)O)cc2)o1	-7	0.7	-9	19	9	6	4	-11	1
CCn1ccnc1CNC(=O)c1ccc2oc(CCCc3ccccc3)nc2c1	-2	6.1	-5	20	-32	-14	11	3	11
CCOC1=C2[C@@H](CN(S(=O)(=O)c3ccc(C)cc3)[C@H]2c2cccc3ccccc23)[C@H]2C(=O)N(C)C(=O)[C@H]2C1	10	0.6	-2	11	-2	-5	1	-2	-1
O=C(Cn1cnc2ccccc21)Nc1ccc(F)c(F)c1	1	2.4	6	-6	-9	5	12	0	9
CSc1ccccc1C(=O)Nc1ncn[nH]1	-3	0.1	2	4	6	-6	4	-1	0
OC(CCc1ccncc1)COc1ccccc1 (configuration not stated)	-8	2.2	5	15	5	-1	9	-1	4
Cc1ccc(S(=O)(=O)NN=CC2(c3ccccc3)CC2)cc1	-5	-0.4	4	42*	5	9	11	-11	-1
Cc1nn(-c2ccccc2)c(C)c1NC(=O)COC(=O)c1ccc(Cl)c(S(N)(=O)=O)c1	4	6.6	4	4	-22	-4	16	-7	19
COc1ccc(-c2cccc(C3CC=CC4C3C(=O)N(Cc3ccccc3)C4c3ccc4ccccc4c3)c2)cc1 (configuration not stated)	-6	3.5	0	3	1	8	3	1	2
CCN(CC)S(=O)(=O)c1ccc(S(=O)(=O)N2CCCC2C(=O)O)cc1 (configuration not stated)	6	0.1	1	-1	1	11	-5	5	1
CC(C)(C)c1ccc(C(=O)NCCC(=O)NCc2cccs2)cc1	-10	1.1	-5	-1	-3	2	19	8	2
CC(C)NS(=O)(=O)c1ccc(OCC(=O)NC2CCCCCC2)cc1	-2	0.2	-3	-5	-1	-6	1	-3	0
COc1ccc(C(=O)Nn2c(C)nc3ccccc3c2=O)cc1Br	9	5.5	-2	-11	-9	-12	11	22	14
COc1ccc(NC(=O)c2nnn(CC(=O)Nc3ccccc3OC)c2N)c(OC)c1	1	0.3	0	-10	0	2	10	5	1
C=C1CCN(CC(=O)OC)S(=O)(=O)c2ccccc21	-3	0.1	4	7	3	11	7	-20	-1
CN(C)S(=O)(=O)c1cccc(NC(=S)N/N=C/C(=O)c2ccccc2)c1	-10	0.7	0	12	-3	7	1	-11	2

Profiles, looked up by structure.
Shown for Cc1cc(C)cc(NC(=O)COC(=O)c2ccc3c(c2)OCCO3)c1 : CHO-K1 Ca antag: -20; M1 ag parental: 0.8; CHRM5 agonist: -2; M1 PAM parental: 3; CHRM5 PAM: 2; M4 PAM: -2; M5 antag: 3; CHRM4 antagonist: -1; CHRM4 agonist: -2
Shown for Cc1nnc(SCc2ccc(CC(=O)O)cc2)o1 : CHO-K1 Ca antag: -7; M1 ag parental: 0.7; CHRM5 agonist: -9; M1 PAM parental: 19; CHRM5 PAM: 9; M4 PAM: 6; M5 antag: 4; CHRM4 antagonist: -11; CHRM4 agonist: 1
